Peg3 prom inh = inhibitors of Peg3 promoter; HeLa PEG-Prom luciferase reporter, luminescence, overnight; inhibition, % at 20 µM; hit rate 1.7% among 360,000; AID 588405;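 active = inhibition of at least 50% at 20 µM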
MITF TRPM1 inh = MITF TRPM1 promoter inhibition in SK-MEL-5 cells; hit rate 0.83% among 330,000; inhibition, % at 12.5 µM; SK-MEL-5 TRPM1 promoter luciferase, 24 h;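 active = mean inhibition across replicates of 60% or more, whatever share of single replicates reaches that level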; note: values of inactives mirror those of a sister screen read the other way
iPSC survival up = increases survival of single human iPS cells | hiPSC single-cell survival, ATPlite luminescence; 100% = ROCK inhibitor wells, 0% = DMSO | survival enhancement, % at 20 µM | hit rate 0.044% among 360,000; in the data active = survival enhancement above about 18%;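 note: cells exposed to compounds for 16 hours before the ATP read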
HIF-2a block = inhibitors of HIF-2a | 786-0 RCC cells HIF-2a reporter, luciferase luminescence, overnight | hit rate 0.72% among 360,000 | inhibition, % at 18.8 µM;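 active = inhibition of the luminescence signal of 40% or more relative to plate controls, in a single-dose primary screen at 18.75 µM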
KKLEB tox = CF airway cell cytotoxicity counter-screen | activity change (cytotoxicity), % at 5 µM | hit rate 0.36% among 360,000 | KKLEB CF airway cells viability, ATPlite luminescence, overnight; active compounds read low; cells stimulated with P. aeruginosa culture filtrate;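 active = corrected activity change at or below -50% at 5 µM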
TWEAK-Fn14 inh = inhibitors of TWEAK-Fn14 interaction signaling | inhibition, % at 10 µM | hit rate 2% among 360,000 | TWEAK-stimulated Fn14 reporter cells, luciferase luminescence, 8 h | AID 1159606; in the data active = inhibition above about 50%
Shn3 inh set2 = inhibitors of Schnurri-3 3'UTR reporter in osteoblasts | hit rate 0.52% among 360,000 | Clone20 osteoblast Shn3 3'UTR firefly luciferase, 24 h | inhibition, % at 12.5 µM;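 active = mean inhibition of at least 75% with every replicate also reaching 75%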;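 note: 0% = median of neutral control wells and 100% = pilot-screen positive control compound; some compounds past the cut are filed as inactive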
CF NFkB inh = cystic fibrosis NF-kB activation inhibition; AID 588850; hit rate 0.86% among 360,000; KKLEB NF-kB-GFP reporter, PAF-induced, GFP fluorescence overnight; inhibition, % at 5 µM;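 active = at least 50% inhibition at 5 µM, scaled per plate between neutral and stimulator controls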;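 note: PAF is a Pseudomonas aeruginosa culture filtrate used as stimulus; plate controls were PAF-stimulated DMSO wells for no effect and unstimulated DMSO wells for full effect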
aDG glyco act = alpha-DG glycosylation activation | Pro5-aDG cells, alpha-DG glycosylation AlphaScreen (IIH6); 0% Pro5, 100% B10-LARGE cell signal | activation, % at 10 µM | hit rate 0.22% among 360,000 | AID 624168;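 active = activation of at least 8% versus controls, or a plate z-score of at least 8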;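 note: Pro5 are CHO cells carrying HIG-tagged alpha-DG that lacks glycosylation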
NR2E3 ag-1 = NR2E3 (human) agonism; inhibition of corepressor binding, % at 4.78 µM; GST-NR2E3/biotin-RetCOR TR-FRET, 1536-well; Q9Y5X4; hit rate 0.12% among 320,000; AID 2300;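 active = percent inhibition above the cutoff of mean plus 3 SD of all tested compounds, set per screening campaign, cut at about 20% in these data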;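 note: 0% = DMSO wells and 100% = biotin wells as full block of FRET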
Target sequence (Q9Y5X4 whole entry, looked up): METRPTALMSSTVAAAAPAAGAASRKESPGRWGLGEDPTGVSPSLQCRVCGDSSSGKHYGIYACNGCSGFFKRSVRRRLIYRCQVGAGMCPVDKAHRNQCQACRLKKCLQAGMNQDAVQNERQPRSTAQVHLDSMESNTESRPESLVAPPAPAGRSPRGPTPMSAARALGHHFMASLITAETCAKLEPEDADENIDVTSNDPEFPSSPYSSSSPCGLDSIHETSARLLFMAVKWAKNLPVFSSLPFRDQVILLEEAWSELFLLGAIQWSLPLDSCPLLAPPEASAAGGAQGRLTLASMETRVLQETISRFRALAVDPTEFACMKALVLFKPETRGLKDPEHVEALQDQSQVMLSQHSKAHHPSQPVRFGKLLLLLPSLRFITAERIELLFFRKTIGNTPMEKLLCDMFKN
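Material: NR2E3–RetCOR corepressor complex / Incubation: Compound–protein incubation for 5 h at 4 °C / Dosing: compound at 4.8 µM, single dose / Detection: time-resolved FRET / Benchmarks: high control biotin, low control 0.6% DMSO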
NR2E3 ag-2 = activates human NR2E3 receptor; CHO-S Gal4-NCOR/VP16-NR2E3 two-hybrid, luciferase; inhibition of corepressor binding, % at 3.98 µM; Q9Y5X4; hit rate 0.35% among 360,000; AID 602229;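 active = inhibition above the mean of all tested compounds plus 3 SD, cut at about 70% in these data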;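 note: 0% = DMSO with NR2E3 transfected cells and 100% = cells lacking NR2E3 construct; higher means lower luciferase signal from less NR2E3 corepressor binding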
* marks the source's active call; other numbers are inactive results; · = not tested or not shown.

SMILES	Peg3 prom inh	MITF TRPM1 inh	iPSC survival up	HIF-2a block	KKLEB tox	TWEAK-Fn14 inh	Shn3 inh set2	CF NFkB inh	aDG glyco act	NR2E3 ag-1	NR2E3 ag-2
O=C(NCc1cccnc1)C1CCCN(S(=O)(=O)c2cccc3nsnc23)C1 (stereo not drawn)	13.6	5.7	-2.7	14.8	-5.9	14.3	-0.5	-0.8	0.3	-2.5	-11.6
O=C(COC(=O)C1CCN(S(=O)(=O)c2cccs2)CC1)Nc1ccc(F)cc1F	7.4	-4.1	-0.5	17.4	-1.2	-15.5	0.6	-0.5	-0.1	0.6	-11.5
COCCCNC(=S)N1CCC(C(=O)c2ccc3c(c2)OCCO3)CC1	20.1	15.1	-0.8	-6.3	3.8	7.0	18.6	-7.4	0.7	0.3	3.5
CN1CCCN(S(=O)(=O)c2cccc(C(F)(F)F)c2)c2nc3ccccc3nc21	8.5	·	-0.4	14.5	7.4	11.3	-22.6	-15.8	0.0	3.3	10.9
CN(CC(=O)Nc1ccc(N2CCOCC2)cc1)C(=O)CCNC(=O)c1ccc(Br)cc1	-13.2	3.3	-0.1	-0.8	2.9	-2.4	5.1	9.9	0.2	1.8	3.5
NC(=O)c1nn(-c2ccc(Cl)cc2Cl)c(=O)cc1O	5.4	-9.3	-0.1	8.8	-4.5	-8.2	3.0	12.5	-0.2	1.7	-12.6
CC(=O)c1ccc(Nc2c3c(nc4ccccc24)CCCC3)cc1	31.4	20.9	-0.5	-0.1	-17.4	0.4	28.7	8.1	0.2	7.3	-35.3
COc1ccccc1-n1c(-c2cn(C)nc2C)n[nH]c1=S	-12.8	6.5	-1.3	4.7	1.4	11.5	-6.2	12.7	0.3	-5.9	-15.6
CC(=O)Nc1ccc(-c2ccnc3c2CC(C(=O)Nc2ccc4c(c2)OCO4)O3)cc1 (stereo not drawn)	6.7	·	-0.3	4.8	-21.1	11.3	17.7	18.3	-0.3	·	-40.3
S=C(Nc1ccccn1)Nc1ccccc1Cl	-177.5	-23.7	1.4	-182.1	-0.2	-0.1	-24.9	-11.4	2.6	-0.3	-47.8
Cc1cc(/C=C(\C#N)C(=O)Nc2ccccc2F)c(C)[nH]1	-333.5	-102.4	-0.7	-321.2	0.0	11.1	-63.5	-1.2	0.0	-0.5	-103.5
COCCSc1nnc(NC(=O)C2CC(=O)N(c3ccc(OC)cc3)C2)s1 (stereo not drawn)	6.5	-3.3	1.9	16.6	-2.0	11.4	-2.3	-4.4	0.5	-1.8	8.7
CC1CCc2c(sc3ncnc(NS(=O)(=O)c4cccs4)c23)C1 (stereo not drawn)	-14.3	2.6	-0.3	-5.6	16.5	-14.0	-8.3	-9.7	1.0	-1.1	-11.1
CCCc1nc(SCC(=O)N2CCOCC2)c2c(C)c(C)sc2n1	18.5	-6.3	-0.3	9.0	-4.7	-28.4	-4.0	9.6	0.1	2.8	22.7
Cc1ccc(-c2nn[nH]n2)cc1Cl	-1.9	-3.8	-0.4	1.0	-2.7	3.5	-5.5	-14.9	0.0	-2.6	-15.5
O=C(NC(=O)c1ccc(Cl)c(Cl)c1)OC1CCS(=O)(=O)C1 (stereo not drawn)	-0.5	0.2	-1.1	8.2	-30.1	1.7	16.4	12.4	-0.1	-1.3	-10.5
O=C(NNc1c(Cl)cccc1Cl)c1sccc1Cl	9.3	4.3	-0.2	7.7	7.4	0.7	25.5	2.0	-0.1	-2.8	-18.7
COC(=O)/C(C#N)=C1/C=Cc2ccccc2N1	-192.6	-58.7	0.0	-190.7	13.6	-0.4	-60.4	-33.1	0.2	2.9	-66.0
COc1ccccc1C1CC(c2ccc(C)cc2)Nc2ncnn21 (stereo not drawn)	-16.9	-2.0	0.0	13.4	-8.5	-0.6	-2.7	16.1	0.4	-1.4	-19.9
O=C(/C=C/c1ccc(O)c(O)c1)c1ccc(S(=O)(=O)N2CCCCCC2)cc1	31.3	8.6	-2.1	26.4	2.3	38.0	62.7	-2.1	-0.7	-0.5	-6.8
Cc1ccc(S(=O)(=O)N(CC(=O)NCc2ccccc2Cl)C(=O)N2CCN(C)CC2)cc1	4.5	-1.3	0.0	11.1	3.0	5.1	-3.7	2.2	0.0	-4.1	12.1
Cn1c(/C(C#N)=C(\O)c2ccc(Br)s2)nc2ccccc21	-110.3	-21.2	0.1	-82.3	-14.5	-16.4	-65.8	-14.5	-0.1	-3.8	-20.4
Cc1ccc(S(=O)(=O)NCc2nnc(SCC(=O)Nc3cccc(C)c3C)n2C)cc1	-1.8	6.3	0.7	10.3	10.3	14.1	-14.8	14.1	-0.1	5.3	6.9
Cc1ccc(NC(=O)C2CCCN(S(=O)(=O)c3c(C)noc3/C=C/N(C)C)C2)cc1F (stereo not drawn)	24.0	-2.8	2.0	1.2	20.4	35.1	16.7	-4.8	-0.1	0.2	6.3
CN(Cc1ccccc1)S(=O)(=O)CCNC(=O)c1ccc2c(c1)OCO2	-2.3	1.1	-0.2	3.8	-1.9	-9.7	3.5	-0.8	-0.4	0.2	-3.3
CC[C@@H]1CC2=C(C(=O)OC(C)(C)O2)[C@H](c2ccc(Cl)cc2)O1	10.8	·	-1.1	23.7	-8.5	-10.3	0.8	10.4	0.0	·	-23.9
CN(C)C=Nc1ccc([N+](=O)[O-])c2ccccc12	-21.9	·	0.8	-4.2	-9.3	-11.7	-2.8	-0.6	-0.2	·	-8.2
COC(=O)c1cccc(NC(=O)CN2CCOCC2)c1	-4.3	-13.6	0.7	-3.4	9.0	-3.1	-3.3	5.8	-0.1	2.6	-7.7
CCOc1ccc(-c2nnc(NC(=O)C3CCCC3)o2)cc1	-66.7	-66.2	-0.5	-114.3	-5.0	5.0	-42.3	-1.2	0.0	-3.0	-48.4
CN1CCN(c2nc(-c3ccccc3)cc(C(F)(F)F)n2)CC1	3.8	-0.1	-1.7	-1.1	-0.5	8.8	-4.6	5.7	0.0	-1.5	8.6

Exported in CSV form: part of the list above
compound,Peg3 prom inh,MITF TRPM1 inh,iPSC survival up,HIF-2a block,KKLEB tox,TWEAK-Fn14 inh,Shn3 inh set2,CF NFkB inh,aDG glyco act,NR2E3 ag-1,NR2E3 ag-2
Cn1c(/C(C#N)=C(\O)c2ccc(Br)s2)nc2ccccc21,-110.3,-21.2,0.1,-82.3,-14.5,-16.4,-65.8,-14.5,-0.1,-3.8,-20.4
O=C(COC(=O)C1CCN(S(=O)(=O)c2cccs2)CC1)Nc1ccc(F)cc1F,7.4,-4.1,-0.5,17.4,-1.2,-15.5,0.6,-0.5,-0.1,0.6,-11.5
NC(=O)c1nn(-c2ccc(Cl)cc2Cl)c(=O)cc1O,5.4,-9.3,-0.1,8.8,-4.5,-8.2,3.0,12.5,-0.2,1.7,-12.6

Next compounds follow.
SMILES	Peg3 prom inh	MITF TRPM1 inh	iPSC survival up	HIF-2a block	KKLEB tox	TWEAK-Fn14 inh	Shn3 inh set2	CF NFkB inh	aDG glyco act	NR2E3 ag-1	NR2E3 ag-2
CCOC(=O)Nc1ccc2c(c1)ncn2C1CCCCC1	-115.4	-37.2	-0.5	-104.7	-15.3	-30.7	-32.5	5.3	0.0	3.4	-14.2
COc1cc(CO)ccc1Oc1nc2ccccc2n2cnnc12	8.5	-1.4	0.5	-2.9	10.7	19.6	-15.9	3.5	0.0	1.1	5.8
NS(=O)(=O)c1ccc(CCNS(=O)(=O)c2ccc(Cl)nc2)cc1	17.4	-8.4	0.6	13.3	2.2	-11.3	6.7	-5.2	-0.1	-1.5	-38.4
COc1ccccc1Nc1nc(N)nc(CSC(=S)N2CCOCC2)n1	-82.6	-31.7	-0.3	-94.9	-0.7	-3.6	-5.2	4.9	-0.2	-1.6	-17.7
C[C@H]1CN([C@@H](C)CO)C(=O)c2cccc(NC(=O)Nc3ccc(C(F)(F)F)cc3)c2O[C@@H]1CN(C)Cc1ccc(Cl)c(Cl)c1	97.0*	45.7	2.2	-35.7	-48.4	17.8	18.3	67.8*	-0.3	·	20.1
O=C(OCCN1C(=O)c2ccccc2C1=O)C1CC(O)CN1S(=O)(=O)c1ccc(Cl)cc1 (stereo not drawn)	-14.9	-8.0	-0.3	-1.8	9.7	-9.1	-8.2	15.5	0.1	1.2	-4.3
OC(COCC1COc2ccccc2O1)CN1CCc2ccccc2C1 (stereo not drawn)	20.6	-6.1	-2.3	15.6	7.6	-2.9	1.7	-9.5	0.2	-2.7	-1.0
CCN1CCC(O)(/C=C/c2ccc(C)cc2)C(C(=O)/C=C/c2ccc(C)cc2)C1 (stereo not drawn)	97.7*	77.1*	-3.4	66.8*	-73.7*	88.3*	71.1	79.8*	-0.4	·	43.5
O=C(O)CCCCCN1C(=O)/C(=C\c2ccc(-c3ccc(Cl)cc3)o2)SC1=S	-0.1	-14.9	0.0	20.1	-10.7	-4.4	-13.6	-24.1	0.0	-0.2	7.7
CC(C)Nc1nc(NCCO)nc2ccccc12	·	·	0.5	3.2	·	0.6	·	·	-0.3	·	5.5
COc1ccc(C2=NOC(C)(c3nnc(Cc4ccccc4)o3)C2)cc1 (stereo not drawn)	0.7	8.6	-1.9	2.5	-0.9	10.1	12.3	0.9	-0.1	-1.7	8.5
O=C(NCCc1ccccc1)c1nc2ncccn2n1	6.1	3.3	0.4	4.3	-30.3	-2.8	-16.0	-5.4	-0.1	2.5	0.8
CC1CCN(C(=S)NC(=O)c2ccc(F)cc2)CC1	-2.2	9.2	0.2	-16.3	-7.9	-6.4	8.7	-6.1	0.0	·	6.8
COc1cccc(C(=O)OC2CCCN(C)C2)c1 (stereo not drawn)	-9.3	-3.5	3.6	-21.4	6.4	-17.5	12.2	1.6	0.0	-0.1	-8.1
O=C(OCCN1CCN(c2ncc(C(F)(F)F)cc2Cl)CC1)c1ccc(F)cc1	-7.2	9.4	-2.4	9.3	2.7	-16.4	0.1	10.1	0.3	0.8	4.9
Cc1noc(C)c1S(=O)(=O)N1CCC(Cc2ccccc2)CC1	10.5	0.0	1.8	14.4	1.1	10.9	12.3	8.2	-0.3	-1.0	3.2
COc1ccc2c(C)c(C(=O)NCC(C)O)oc2c1OC (stereo not drawn)	3.3	0.8	1.0	3.2	-15.2	-2.6	-5.6	18.9	0.2	1.1	-22.4
CCCN(C(=O)c1cc(S(=O)(=O)N(C)c2ccccc2OC)ccc1C)C1CCS(=O)(=O)C1 (stereo not drawn)	8.2	4.9	0.0	1.6	-13.7	7.5	-9.2	2.9	0.1	·	-26.2
COc1ccc(/C=N\NC(=O)CCN2CCN(c3ccccc3)CC2)cc1OC	2.3	7.6	-2.5	2.2	-5.6	-25.3	-1.7	6.7	0.0	-4.2	10.8
C=CCn1c(SCC(=O)NC2CCS(=O)(=O)C2)nnc1-c1ccncc1 (stereo not drawn)	11.4	3.6	2.9	20.8	-5.0	-3.7	-25.5	8.3	0.7	2.2	-11.2
COc1cccc(NC(=O)CN(c2cccc(OC)c2)S(C)(=O)=O)c1	-3.3	7.5	-0.8	11.0	3.0	16.0	12.5	14.5	0.3	1.1	16.6
Cc1cc(OCC(=O)Nc2sc3c(c2C#N)CC(C)(C)NC3(C)C)c(C(C)C)cc1Cl	5.3	-2.1	-0.1	5.0	-20.1	-11.6	18.3	22.8	0.3	-1.2	-18.8

Screening results from PubChem.
